# Yeast life ext: extends the lifespan of yeast | S. cerevisiae growth with nicotinamide, OD615; deaD strain in restrictive glucose medium | inhibition of the nicotinamide effect, % at 10 µM | 130,000 compounds, 0.68% hits | AID 775;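 active means inhibition above a set limit, placed 3 SD over the median of all compounds, cut at about 26% in these data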;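 further: 0% = nicotinamide-treated wells and 100% = cells grown without nicotinamide; some compounds called inactive have numbers as strong as hits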
#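 Measured by: optical density (absorbance) at 615 nm; System: modified budding yeast, DeaD strain; Medium: restrictive CSMM-D dextrose medium; Timing: 4 h preincubation then 48 h treatment at 30 °C.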
# PTEN del growth: suppresses growth of cells with PTEN deletion; HCT116 PTEN-null viability, CellTiter-Glo, 60 h; hits give low values; viability, % at 10 µM; 140,000 compounds, 1.2% hits; AID 827;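 active means viability at or below a set limit, 4 SD under the median of all tested compounds, cut at about 3.7% in these data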;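 further: PTEN knockout HCT116 line with beta catenin targeted HCT116 as companion control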
# Measles CPE: protection of cells from measles virus; Measles virus-infected cells, CPE protection, absorbance; protection (pct of control), % at 4 µM; 140,000 compounds, 1.5% hits; AID 841; in the data active means protection mostly above about 24%, no sharp cut-off; inactive means mostly below about 26%; further: some compounds called inactive have numbers as strong as hits
# GALR2 antag: GALR2 (human) receptor antagonism; O43603; GALR2-expressing cells, antagonist mode; inhibition, % at 4 µM; 140,000 compounds, 0.39% hits; in the data active means inhibition above about 27%;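 further: cells stimulated with galanin 1-16 at roughly its EC80; 0% = agonist challenge control and 100% = basal control without agonist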
# Target sequence (O43603 whole entry, looked up): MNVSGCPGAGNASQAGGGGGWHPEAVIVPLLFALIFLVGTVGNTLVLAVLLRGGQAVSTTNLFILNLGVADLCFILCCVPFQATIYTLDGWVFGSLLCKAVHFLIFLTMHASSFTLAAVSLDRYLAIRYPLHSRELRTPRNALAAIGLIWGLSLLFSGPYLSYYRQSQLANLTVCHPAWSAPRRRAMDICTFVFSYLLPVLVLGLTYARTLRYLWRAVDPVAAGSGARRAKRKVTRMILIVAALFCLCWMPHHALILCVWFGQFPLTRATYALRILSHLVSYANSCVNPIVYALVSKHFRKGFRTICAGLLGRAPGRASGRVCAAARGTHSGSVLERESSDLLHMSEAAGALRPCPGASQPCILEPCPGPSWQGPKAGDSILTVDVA
# Phagocytosis inh: macrophage phagocytosis inhibition; J774A.1 macrophage IgG-bead phagocytosis, imaging; inhibition, % at 5 µM; 110,000 compounds, 0.07% hits; AID 1029;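 active means inhibition above the mean of the plate negative controls plus 5 SD, cut at about 13% in these data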;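 further: phagocytic index as fraction of beads internalized from green versus red external bead signal; plate controls were DMSO negative control for no effect and cytochalasin-D positive control for full effect; some results beyond the cut were filed as inactive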
# HCT116 bCat-KO: beta-catenin-lacking colon tumor cell growth suppression; HCT116 beta-catenin knockout viability, CellTiter-Glo, 60 h; hits give low values; viability, % at 10 µM; 140,000 compounds, 1.5% hits;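 active means viability at or under a set limit, the compound median less 4 SD, cut at about 6% in these data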;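 further: 0% = Hyamine 1622 control at 20 µM and 100% = untreated cell control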
# E-sel TNF inh: blocks E-selectin expression induced by TNF alpha | inhibition, % at 2 µM | 120,000 compounds, 0.71% hits | HUVEC TNFa-induced E-selectin immunofluorescence, high content;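 active means inhibition above the batch mean plus 3 SD, and confirmed as a hit on visual image review, cut at about 43% in these data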;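 further: 0% = TNF-stimulated DMSO wells and 100% = unstimulated control wells; not every result past the cut was called active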
# NPY-Y2 antag: blocks the human neuropeptide Y Y2 receptor; P49146; AID 793; NPY-Y2 expressing cells, antagonist mode; 140,000 compounds, 0.99% hits; inhibition, % at 2.7 µM; in the data active means inhibition above about 17%;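 further: 0% = vehicle with agonist challenge and 100% = reference antagonist with challenge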
# Target sequence (P49146 whole entry, looked up): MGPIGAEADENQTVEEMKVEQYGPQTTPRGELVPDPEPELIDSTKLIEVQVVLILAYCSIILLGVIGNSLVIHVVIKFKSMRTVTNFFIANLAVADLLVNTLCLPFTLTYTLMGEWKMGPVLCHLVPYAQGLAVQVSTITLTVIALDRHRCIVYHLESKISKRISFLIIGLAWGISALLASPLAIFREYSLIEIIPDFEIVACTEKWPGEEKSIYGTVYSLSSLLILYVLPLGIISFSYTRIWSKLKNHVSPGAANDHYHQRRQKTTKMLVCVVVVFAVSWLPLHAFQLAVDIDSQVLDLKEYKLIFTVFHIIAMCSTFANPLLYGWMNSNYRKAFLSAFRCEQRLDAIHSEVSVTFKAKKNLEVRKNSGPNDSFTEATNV
# MRP1 act: activators of MRP-1; H69AR cells + doxorubicin, viability rescue, CellTiter-Glo; viability increase, % at 10 µM; 140,000 compounds, 0.61% hits;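 active means viability gain under doxorubicin at or above a set limit, the compound median plus 3 SD, cut at about 4.7% in these data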;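 further: MRP-1 overexpressing cells given doxorubicin 25 µM after compound pretreatment; 18-22 h compound pretreatment then 72 h with doxorubicin before readout; 0% = doxorubicin-only wells and 100% = vehicle-treated cells without doxorubicin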
# BB579 growth dn: chemicals that inhibit yeast BB579 growth in restrictive medium (lifespan-shortening candidates). inhibition, % at 10 µM. 140,000 compounds, 0.51% hits. S. cerevisiae BB579 growth, OD615, 48 h;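 active means inhibition above a set limit, 3 SD over the mean compound inhibition, cut at about 44% in these data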; further: inactives centre near -24
#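 Test system: DeaD yeast strain BB579 / Buffer or medium: restrictive glucose-based CSMM-D medium / Doses: single 10 µM dose / Schedule: 4 h cell preincubation, 48 h compound exposure, 30 °C humidified / Technique: culture absorbance at 615 nm / Controls: amphotericin B positive control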
# Numbers without * were called inactive; / = no result given.
canonical_smiles	Yeast life ext	PTEN del growth	Measles CPE	GALR2 antag	Phagocytosis inh	HCT116 bCat-KO	E-sel TNF inh	NPY-Y2 antag	MRP1 act	BB579 growth dn
CCc1nc(SCC(=O)NCc2ccccc2)c2c(=O)n(C)c(=O)n(C)c2n1	-7	84	6	-11	1	95	-12	-1	-2.1	-16
Cc1cc(N2CCN(S(=O)(=O)c3ccc(Cl)cc3)CC2)c2ccccc2n1	-14	29	10	6	-2	31	9	5	0.1	-1
O=C(COC(=O)CCC(=O)c1cccs1)Nc1cccc(S(=O)(=O)N2CCOCC2)c1	-6	94	9	2	/	98	-3	2	-3.2	-2
Cc1ccc(Cl)cc1N1CCN(C(=O)CN2C(=O)c3cccc4cccc2c34)CC1	-11	59	5	1	0	56	-1	5	1.4	-8
CC(C)(C)n1nnnc1C(c1cccs1)N(Cc1cccnc1)Cc1ccco1 (stereo not given)	-1	94	15	18	-1	87	-30	5	-0.8	-83
COc1cc(CC(=O)Nc2ccc(S(=O)(=O)Nc3ncccn3)cc2)cc(OC)c1OC	-7	89	6	-15	0	99	-1	1	0.0	-69
COCCNC(=O)C(c1cccs1)N(C(=O)Cn1nnc2ccccc21)c1cccc(C(C)=O)c1 (stereo not given)	11	112	21	7	0	100	-5	2	-0.9	-49
Cc1ccc(S(=O)(=O)NNC(=O)CCC(=O)Nc2ccccc2)cc1	-12	103	33	-4	/	104	-9	0	-0.6	-13
COc1ccc(CC(=O)NNc2ncnc3c2cnn3-c2ccc(C)cc2)cc1OC	-2	96	2	-4	-15	93	/	-2	0.9	0
Cc1ccc(C=NCc2ccncc2)c(O)c1	-2	101	30	9	1	97	-2	12	-1.1	-60
O=C(Cn1nnc(-c2ccc(OCc3ccccc3F)cc2)n1)N1CCOCC1	/	91	11	4	/	95	-1	0	3.1	-12
O=C(/C=C/c1ccccc1)NCCSCc1ccccc1Cl	-11	100	25	-1	0	92	-48	11	-1.3	-18
O=C(CCCCCN1C(=O)c2ccccc2C1=O)NCc1ccccn1	-5	91	18	11	/	90	-37	1	-0.9	-24
Cc1ccc(S(=O)(=O)NC(C)C(c2cccs2)N2CCN(c3ccccc3)CC2)cc1 (stereo not given)	1	72	2	-7	0	80	/	6	-0.2	-5
Cc1cccc(NC(=O)CC2C(=O)NCCN2C(=S)Nc2ccccc2)c1 (stereo not given)	-20	92	3	-14	2	95	-25	1	-0.1	-33
O=C(NC1CC1)C1CC(=O)N(C2CCCCC2)C1 (stereo not given)	-8	96	11	-21	/	85	-3	2	-0.7	11
Cc1c(NC(=O)c2cnn3c2NC(c2ccccc2)CC3C(F)(F)F)c(=O)n(-c2ccccc2)n1C (stereo not given)	-15	84	18	-10	-1	88	13	0	-0.1	-50
O=C(NC(=S)NCC1CCCO1)c1cccs1 (stereo not given)	-6	96	16	0	-8	96	/	4	-1.6	-39
Cc1nnsc1NC(=O)OCc1ccc(C(F)(F)F)cc1	-9	82	8	3	/	90	/	0	1.5	-21
CC(=O)N1CCN(c2ccc(NC(=O)c3ccc(C(C)(C)C)cc3)cc2)CC1	-23	6	1	1	0	5.9*	8	4	-0.8	2
CN(c1ccccc1C(=O)Nc1cccc(C(F)(F)F)c1)S(C)(=O)=O	-2	93	10	3	2	102	-26	0	-1.3	-1
CCOc1ccccc1NC(=O)NC1(C(=O)N2CCN3CCCC3C2)CCCCC1 (stereo not given)	-6	93	6	-15	0	103	24	1	-2.0	-33
CCC(c1nnnn1C1CCCC1)N1CCN(Cc2ccccc2)CC1 (stereo not given)	/	98	5	-4	/	90	8	3	-2.4	-36
CN(CC(=O)OCC(=O)c1c(N)n(C)c(=O)n(C)c1=O)S(=O)(=O)c1ccc(Cl)cc1	-3	92	10	-7	-3	88	/	2	-0.6	-15
COc1ccc2c(C)nc(Nc3nc(C)c(C)c(=O)[nH]3)nc2c1	-7	1.6*	1	-6	0	1.7*	21	-1	-4.9	59*

# Quoted at random: 2 records from the list, in no set order.
canonical_smiles	Yeast life ext	PTEN del growth	Measles CPE	GALR2 antag	Phagocytosis inh	HCT116 bCat-KO	E-sel TNF inh	NPY-Y2 antag	MRP1 act	BB579 growth dn
Cc1ccc(S(=O)(=O)NC(C)C(c2cccs2)N2CCN(c3ccccc3)CC2)cc1 (stereo not given)	1	72	2	-7	0	80	/	6	-0.2	-5
Cc1cc(N2CCN(S(=O)(=O)c3ccc(Cl)cc3)CC2)c2ccccc2n1	-14	29	10	6	-2	31	9	5	0.1	-1

# More compounds follow.
canonical_smiles	Yeast life ext	PTEN del growth	Measles CPE	GALR2 antag	Phagocytosis inh	HCT116 bCat-KO	E-sel TNF inh	NPY-Y2 antag	MRP1 act	BB579 growth dn
CC(=O)c1ccc(NS(=O)(=O)c2cccc(C)c2)cc1	1	95	41*	1	3	104	22	2	-0.2	-6
COc1ccccc1N1CCN(C(=O)C2C3C=CC4(CN(Cc5ccccc5Cl)C(=O)C24)O3)CC1 (stereo not given)	-20	79	1	-1	-2	93	17	1	-2.8	5
Cc1csc(/C(=N\O)c2csc(C)n2)n1	-8	101	14	12	-1	94	6	2	-3.8	-18
CCc1ccc(N(C(=O)c2csnn2)C(C(=O)NC(C)(C)C)c2ccncc2)cc1 (stereo not given)	-14	97	5	-13	/	96	/	0	-1.4	14
COCc1nnc(NC(=O)c2sc3ccccc3c2Cl)s1	-13	100	4	3	-1	92	-4	0	1.4	-16
NC(=O)C1CCN(C2OC(=O)c3ccccc32)CC1 (stereo not given)	-7	101	13	-4	0	99	/	1	-0.4	-7
CCOc1ccc(C2C=C(c3ccc(F)cc3)Nc3ncnn32)cc1 (stereo not given)	-4	97	4	23	-1	93	-8	8	-1.3	-6
CS(=O)(=O)N(CC(=O)NCC1CCCO1)c1cc(Cl)ccc1Cl (stereo not given)	-18	103	3	15	0	92	15	3	-1.5	6
Cc1oc(-c2ccccc2F)nc1CN1CCC(C(=O)NC2CCCCCCC2)CC1	-13	29	3	8	-4	18	-10	2	-5.3	-42
O=C(COC(=O)c1cccnc1Cl)c1ccc(Cl)cc1Cl	-6	92	13	1	/	95	/	0	-0.6	-20
CN(C(=O)CSc1nnc(Cc2ccccc2F)n1N)C1CCS(=O)(=O)C1 (stereo not given)	-2	107	5	-5	-1	107	14	2	1.2	-25
Cc1ccc(N=C2NC(=O)/C(=C/c3cccs3)S2)cc1C	1	80	15	-22	-5	84	/	7	2.0	-41
CC(C)c1ccc(NC(=O)C2CC(=O)N=C(N)S2)cc1 (stereo not given)	-6	105	4	1	11	100	1	2	0.0	2
CCOc1ccc(S(=O)(=O)N2CCN(c3ccccc3OC)CC2)c2cccnc12	-12	72	3	-2	0	78	/	1	0.5	-43
CC1(C)CC(=O)C2=C(C1)Nc1cc(C(=O)c3ccccc3)ccc1NC2c1ccccn1 (stereo not given)	1	95	2	1	-1	78	/	0	-0.8	-10
N#Cc1nc(COc2cccc(Cl)c2)oc1NCc1ccco1	-9	82	7	-12	0	83	5	6	-1.1	-25
CCN1CCN(S(=O)(=O)c2ccc3[nH]c(=O)oc3c2)CC1	-4	99	1	-4	-1	102	/	0	-2.8	18
Cc1nn(C)c(C(=O)Nc2ccc(Cl)c([N+](=O)[O-])c2)c1Cl	-2	90	3	-5	0	84	/	0	-1.6	0
Cc1ccc(-c2csc3nc(CSc4nnc(-c5ccc(Cl)cc5)n4C)[nH]c(=O)c23)cc1	3	91	4	10	-2	92	/	1	-0.4	-50
CCO/C=C/C(=O)N(C)CCC#N	-8	92	17	15	/	92	/	1	-2.1	4
CCOC(=O)c1cccc(NC(=O)CSc2nc3ccccc3c(=O)n2CCOC)c1	-6	58	14	-1	-1	67	/	4	-2.8	-25
O=C(Nc1ccc(O)cc1)c1cc(S(=O)(=O)N2CCCC2)ccc1Cl	-5	84	10	-3	-1	88	-17	-2	-1.6	-30
C=CCSc1nnc2c(n1)OC=Nc1ccc(Br)cc1-2	10	87	11	7	4	81	-6	1	-0.8	-34
CC(C)(C)n1nnnc1CN1CCSCC1	-8	96	11	9	0	93	-27	3	0.1	-22
CCSc1nnc(NC(=O)CSc2nnc(CNC(=O)c3ccc(OC)cc3)o2)s1	0	95	14	-2	-5	94	-11	1	3.2	-39

# Next compounds.
canonical_smiles	Yeast life ext	PTEN del growth	Measles CPE	GALR2 antag	Phagocytosis inh	HCT116 bCat-KO	E-sel TNF inh	NPY-Y2 antag	MRP1 act	BB579 growth dn
COc1ccc(C2C(C(=O)N3CCCCC3)CC(=O)N2c2ccc(OC)cc2)cc1 (stereo not given)	-8	92	7	2	-2	93	2	2	-4.2	-7
Cc1ccc(OCc2ccc(C(=O)Nc3nc4ccccc4n3Cc3ccccc3)o2)c([N+](=O)[O-])c1	-3	4	7	5	0	13	-8	-1	-5.8	-45
O=C(CC(c1ccc(F)cc1)c1ccco1)N1CCOCC1 (stereo not given)	-2	87	2	9	-1	91	-14	-2	-3.4	5
CCCCC(C(=O)NC(=O)NCc1ccccc1)N1C(=O)c2ccccc2C1=O (stereo not given)	53	105	14	-4	0	102	7	1	-1.0	-66
Cc1ccc(S(=O)(=O)N2CCCC(NC(=O)N3CCN(c4ccccc4)CC3)C2)cc1 (stereo not given)	-5	86	36	10	1	79	0	1	1.6	0
Cc1ccc(C(OC(=O)c2ccco2)C(=O)NCc2cccs2)cc1 (stereo not given)	-4	93	24	-1	0	84	10	3	0.2	-33
COc1ccc(-n2cnnc2SCC(=O)NCc2cccs2)cc1	-8	87	15	-6	0	84	-1	-1	-1.6	-46
Cn1c(=O)c2c(n3cnnc13)-c1ccccc1CC21CCCC1	/	71	24	-3	/	70	-19	4	-2.7	-19
CCOc1ccc(OCC)c(NC(=O)c2[nH]c(C)c(C(C)=O)c2C)c1	-3	90	15	7	5	102	4	2	-0.6	-30
C=C(C)C1CC=C(C)/C(=N\NC(=S)Nc2ccc(C)cc2)C1 (stereo not given)	2	48	5	10	-3	57	/	9	-1.6	4
C[C@@H]1C[C@H](O)c2cc(Cl)ccc2N1	4	96	16	-6	-1	94	-6	4	-1.5	-26
COCCCNC(=O)c1c(N)n(-c2cccc(S(N)(=O)=O)c2)c2nc3ccccc3nc12	-15	68	42*	0	-2	62	2	-1	-4.5	-24
O=C(Cn1cc2c(n1)CCCC2)Nc1cc(-c2cccc(Cl)c2)no1	-15	82	35	2	-1	95	-7	12	2.1	-15
Cc1cc(=O)n(CC(C)C)c(O)c1C#N	-10	99	7	2	-1	94	5	2	-0.1	-21
O=C(NN1C(=O)C2C3C=CC(C3)C2C1=O)c1cccc(Cl)c1 (stereo not given)	1	93	5	-8	1	95	10	2	0.6	-34
C/C(=N/O)c1cc(C(C)(C)C)c(O)c(C(C)(C)C)c1	-2	90	3	-3	0	95	15	2	-0.5	-18
CCC1CCc2c(sc3ncnc(N4CCOCC4)c23)C1 (stereo not given)	1	92	17	1	1	101	-9	0	-3.3	-50
Cc1cc(C(=O)Nc2cccnc2Cl)on1	-7	108	10	0	-2	98	2	3	0.9	-64

# Screening results deposited in PubChem BioAssay by several laboratories.
